Screening data deposited in PubChem BioAssay by several laboratories.
ssDAF-12 act = S. stercoralis DAF-12 activation, primary screen. HEK293 ssDAF-12/GRIP1 lit1-tk-luc reporter, luminescence; % of 3 µM dafachronic acid response. activation, % at 6.8 µM. 1% of 370,000 active. AID 652126;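 active = activation above the mean over all tested compounds plus 3 SD, cut at about 0.9% in these data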;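 also: 0% = DMSO-only wells and 100% = 3 µM delta7-dafachronic acid wells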
hcDAF12 agonist = activates DAF-12 receptor from parasite H. contortus; HEK293 hcDAF-12 lit1-tk-luc reporter, luminescence; 0% DMSO, 100% Δ7-dafachronic acid; 1.4% of 370,000 active; activation, % at 6.8 µM;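 active = activation above the mean of all tested compounds plus 3 SD, cut at about 5.5% in these data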;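 also: 100% = response to 3 µM Δ7-dafachronic acid high control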
GAA850 FXN act = frataxin GAA850 promoter activation; AID 540364; 0.56% of 360,000 active; activation, % at 6 µM; HEK293 lucGAA850 FXN promoter luciferase reporter, 24 h; percent of 10 µM SAHA response;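 active = activation above the average of all compounds screened plus 3 SD, cutoff fixed separately per campaign, cut at about 7.5% in these data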;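 also: 0% = DMSO wells and 100% = 10 µM SAHA wells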
DAX1 inh-1 = NR0B1 (DAX1) inhibition; P51843; HEK293 Gal4-DAX1 luciferase reporter, luminescence; inhibition, % at 6.75 µM; 0.99% of 340,000 active; AID 504766;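 active = inhibition above the mean over all tested compounds plus 3 SD, cut at about 4.2% in these data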;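 also: 0% = DAX1-transfected cells with DMSO and 100% = empty-vector control cells with DMSO; inhibition shows as a rise in luminescence from relieved DAX1 repression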
SMARCA2 act = SMARCA2 function activation, primary screen; MG213 cells, MMTV-luciferase reporter, dexamethasone, overnight; activation, % at 9.1 µM; 1% of 370,000 active; in the data active = activation above about 7.8%;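 also: 0% = vehicle wells and 100% = reference activator wells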
hgDAF12 agonist = activates the H. glycines DAF-12 receptor ligand-binding domain; AID 687014; activation, % at 6.8 µM; 1.8% of 370,000 active; HEK293 GAL4-hgDAF12 UAS-luciferase reporter, agonist luminescence; normalized to butyrate control;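 active = activation above a cutoff set at the mean of all screened compounds plus 3 SD, cut at about 10% in these data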;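 also: 0% = DMSO wells and 100% = sodium butyrate wells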
DAX1 inh-2 = inhibitors of DAX1 repression of SF-1 activated StAR promoter; HEK293T StAR-luciferase reporter, SF-1/DAX-1 repression relief; inhibition, % at 6.8 µM; 1.1% of 370,000 active; AID 652010;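 active = inhibition above the mean over all tested compounds plus 3 SD, cut at about 3.6% in these data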;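 also: 0% = DAX-1 cells with DMSO and 100% = cells lacking DAX-1 with DMSO; higher inhibition means more luminescence from relief of DAX-1 repression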
NPR1 activator = GC-A (human) enzyme activation. HEK293 GC-A cells, cGMP TR-FRET, EC30 ANP; 0% at EC30 ANP, 100% saturating ANP. 0.14% of 370,000 active. activation, % at 10 µM. P16066; in the data active = activation above about 40%
sPLA2-III inh = Inhibits HGIII-sPLA2 liposome hydrolysis, primary screen | QFRET BODIPY PC-A2 liposome hydrolysis, fluorescence | Q9NZ20 | AID 743126 | 0.56% of 370,000 active | inhibition, % at 12.2 µM;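 active = inhibition above mean plus 3 SD of compounds lying within the high and low control bounds, cut at about 19% in these data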;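 also: 0% = median of test compound wells and 100% = no enzyme DMSO wells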
proKLK7 act = activators of human kallikrein-7 zymogen. purified proKLK7, EDANS-DABCYL substrate fluorescence; 100% is mature enzyme control, 0% vehicle. P49862. 0.9% of 370,000 active. activation, % at 7 µM;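 active = activation above the mean of all tested compounds plus 3 SD, computed per campaign excluding outliers beyond control limits, cut at about 13% in these data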
NPR2 activator = GC-B (human) receptor activation; P20594; HEK293-GC-B cells, CNP EC30, cGMP TR-FRET; 0% at EC30 CNP, 100% saturating CNP; activation, % at 10 µM; 0.11% of 370,000 active; AID 1920062;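 active = activation at 10 µM reaching about 35% in either raw or pattern-adjusted values, limit read from the data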
Target sequence (P20594 whole entry, looked up): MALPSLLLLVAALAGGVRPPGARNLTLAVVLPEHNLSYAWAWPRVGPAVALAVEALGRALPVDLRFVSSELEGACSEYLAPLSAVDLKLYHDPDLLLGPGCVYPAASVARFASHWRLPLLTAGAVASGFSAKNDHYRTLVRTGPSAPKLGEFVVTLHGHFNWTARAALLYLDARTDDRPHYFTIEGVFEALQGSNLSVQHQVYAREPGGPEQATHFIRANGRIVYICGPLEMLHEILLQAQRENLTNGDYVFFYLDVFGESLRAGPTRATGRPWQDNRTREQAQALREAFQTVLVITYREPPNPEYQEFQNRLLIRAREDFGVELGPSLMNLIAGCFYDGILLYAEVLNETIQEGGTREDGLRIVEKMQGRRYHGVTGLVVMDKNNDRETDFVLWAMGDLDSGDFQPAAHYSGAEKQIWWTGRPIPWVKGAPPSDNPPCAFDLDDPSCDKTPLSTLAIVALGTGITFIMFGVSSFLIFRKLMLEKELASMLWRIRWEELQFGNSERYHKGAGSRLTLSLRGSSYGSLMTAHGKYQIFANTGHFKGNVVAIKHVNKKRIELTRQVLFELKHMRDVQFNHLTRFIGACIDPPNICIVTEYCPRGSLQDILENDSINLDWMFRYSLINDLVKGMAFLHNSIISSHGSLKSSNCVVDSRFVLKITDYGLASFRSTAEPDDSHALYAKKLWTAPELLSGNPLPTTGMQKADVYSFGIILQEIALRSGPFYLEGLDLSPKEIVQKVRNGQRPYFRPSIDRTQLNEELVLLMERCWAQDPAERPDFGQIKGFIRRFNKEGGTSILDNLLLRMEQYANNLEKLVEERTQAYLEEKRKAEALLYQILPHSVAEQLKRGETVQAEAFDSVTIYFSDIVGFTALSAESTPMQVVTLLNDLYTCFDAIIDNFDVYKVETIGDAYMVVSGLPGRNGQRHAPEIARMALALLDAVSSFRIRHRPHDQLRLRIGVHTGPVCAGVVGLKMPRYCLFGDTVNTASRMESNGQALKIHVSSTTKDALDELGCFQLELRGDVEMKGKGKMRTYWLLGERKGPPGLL
Active calls of the source: *; x = no result given.

Start of the data: the first three compounds (preview)
SMILES	ssDAF-12 act	hcDAF12 agonist	GAA850 FXN act	DAX1 inh-1	SMARCA2 act	hgDAF12 agonist	DAX1 inh-2	NPR1 activator	sPLA2-III inh	proKLK7 act	NPR2 activator
CC(C)CCNC(=O)NC(=O)CSc1nnc(-c2ccccc2Br)o1	-1.7	-2.0	-0.7	2.0	-1	2.6	-0.1	-1	-24	0.3	-1
COc1ccc(-c2nnc3ccc(SCC(N)=O)nn23)cc1OC	-1.4	-0.8	-0.8	0.5	4	-0.2	0.0	3	7	0.8	-1
CCOC(=O)c1cc(C#N)c(SCC(=O)O)[nH]c1=O	-1.7	0.8	0.0	0.2	-3	0.9	0.8	1	5	0.1	-1

All compounds of this part (from the top)
SMILES	ssDAF-12 act	hcDAF12 agonist	GAA850 FXN act	DAX1 inh-1	SMARCA2 act	hgDAF12 agonist	DAX1 inh-2	NPR1 activator	sPLA2-III inh	proKLK7 act	NPR2 activator
CC(C)CCNC(=O)NC(=O)CSc1nnc(-c2ccccc2Br)o1	-1.7	-2.0	-0.7	2.0	-1	2.6	-0.1	-1	-24	0.3	-1
COc1ccc(-c2nnc3ccc(SCC(N)=O)nn23)cc1OC	-1.4	-0.8	-0.8	0.5	4	-0.2	0.0	3	7	0.8	-1
CCOC(=O)c1cc(C#N)c(SCC(=O)O)[nH]c1=O	-1.7	0.8	0.0	0.2	-3	0.9	0.8	1	5	0.1	-1
O=c1[nH]nc(N/N=C/c2ccccc2OC(F)F)c(=O)[nH]1	-1.5	-1.3	1.8	2.4	-1	6.5	0.2	-2	-1	0.0	1
Cc1ccc(-n2ncc3c(=O)n(CC(=O)N(C)C)cnc32)cc1C	0.1	0.9	3.6	0.8	0	4.4	0.1	8	4	-0.9	2
CN(C(=O)CCN1C(=O)c2ccccc2C1=O)c1ccccc1	-1.1	-0.3	0.2	-0.1	1	0.2	0.0	0	2	0.3	-2
CCOP(=O)(OCC)C(O)c1cc(OC)c(OC)c(OC)c1 (configuration not stated)	-0.6	-2.6	0.7	0.5	-1	0.6	0.4	1	1	-0.2	6
C=CCN(CC=C)C(=O)Nc1ccc2nc(C)sc2c1	-0.9	-0.3	0.7	-0.7	-3	-1.5	0.6	-1	12	-8.2	-1
O=c1oc2ccccc2n1CCn1c2ccccc2c2nc3ccccc3nc21	-1.6	-1.1	-2.6	-1.4	0	1.8	-0.5	-9	-6	-1.1	-26
COc1ccc(Cn2c(NC(=O)c3ccccc3)nc(Cc3ccccc3)c2Cc2ccccc2)c(OC)c1	-0.9	-0.4	x	x	-5	4.7	1.5	5	-3	-11	-8
Cc1ccc(C(=O)N/C(=C\c2cn(S(=O)(=O)N(C)C)c3ccccc23)C(=O)NCCCN2CCOCC2)cc1	-1.4	0.0	1.1	-0.1	0	0.2	0.2	4	-2	-0.4	-2
S=C(c1ccc2c(c1)OCO2)N1CCN(c2cccc(Cl)c2)CC1	-0.5	-1.2	-6.2	-4.8	0	8.4	-9.2	-4	11	0.2	4
C=CCN1C(C(=O)OC)CN(Cc2cn(CCC3OCCO3)nn2)CCS1(=O)=O (configuration not stated)	-1.1	-1.1	x	x	-4	0.9	1.0	3	5	0.6	3
O=C(CNC(=O)c1ccc(Cl)cc1)OCn1nnc2ccccc2c1=O	0.1	-0.1	1.9	-0.6	-1	3.0	-0.1	10	12	0.7	1
CC(Sc1nc(N)cc(=O)[nH]1)C(=O)Nc1nc2c(s1)CCCC2 (configuration not stated)	-1.6	-0.6	-0.6	-0.1	1	-0.8	-0.3	3	-3	-0.4	5
CC(C)(C)OC(=O)N1CCC(C(=O)O)CC1	-0.9	-1.2	0.1	0.1	-1	-1.4	-0.7	-2	1	0.5	2
O=C(Nc1ccc2c(c1)OCO2)c1cc(C2CCCN(C(=O)CCCc3ccccc3)C2)on1 (configuration not stated)	-1.2	-1.4	0.2	x	-5	3.2	0.4	5	2	0.1	6
CC(CNC(=O)CC[C@H]1O[C@@H](n2cnc3c(NC(=O)c4ccccc4)ncnc32)[C@H](O)[C@@H]1O)c1ccccc1 (some centres not stated)	-1.2	-0.6	x	x	-1	-0.3	1.1	1	11	-0.4	2
CN(Cc1cccs1)S(=O)(=O)c1ccc(Cl)cc1F	-1.3	0.0	0.4	-0.9	0	1.2	0.5	-4	1	0.0	0
COC(=O)c1c(C)oc(C)c1S(=O)(=O)N(Cc1ccccc1)C(C)C	-1.8	-3.3	0.0	x	-1	-0.6	-0.9	2	-1	-0.1	-6
Cc1ccc2nsnc2c1NC(=O)COc1ccccc1F	-1.5	-1.2	0.4	-0.5	-1	0.4	-0.4	-3	2	1.0	-8
Cc1ccc2c(c1)N(C(=O)CCC(=O)NCCN1CCOCC1)CC(C)O2 (configuration not stated)	-0.5	-0.4	0.7	0.3	-1	2.5	0.8	-1	0	-0.1	1
C=CCn1c(SCC(N)=O)nc2nc3c(cc2c1=O)COC(C)(C)C3	-1.0	0.4	1.3	0.7	-3	2.6	-0.1	-2	4	-0.9	-9
Cc1ccc(CN2CCN(C/C(Cl)=C/c3ccccc3)CC2CCO)o1 (configuration not stated)	-1.1	0.6	2.2	0.8	-5	1.3	-0.9	25	-10	0.0	-1
Cc1cc(Cl)ccc1OCC(=O)N1CCCCC1	-1.1	1.9	5.2	-0.4	4	7.2	1.2	3	-2	-0.6	-2
Continuation:
SMILES	ssDAF-12 act	hcDAF12 agonist	GAA850 FXN act	DAX1 inh-1	SMARCA2 act	hgDAF12 agonist	DAX1 inh-2	NPR1 activator	sPLA2-III inh	proKLK7 act	NPR2 activator
CCOC(=O)[C@@]12CN(C(=O)OC(C)(C)C)CC=C1N(Cc1ccc(OC)cc1)C(=O)[C@H]2CC(=O)NCc1ccc(OC)c(OC)c1	-0.8	-1.8	x	x	-2	-0.2	-0.2	0	-7	0.6	-8
C/C(=N\NC(=S)NC1CCCCC1)c1cccs1	-1.4	2.5	4.0	1.2	2	3.1	-0.6	-2	10	-0.6	-13
Cc1nnc(N2CCOCC2)c2ccccc12	-1.5	-1.3	-1.9	1.2	-5	0.9	-0.5	3	3	-0.2	0
CCOc1cc(/C=N\Nc2ccc([N+](=O)[O-])cc2)ccc1OCC(=O)Nc1ccc(C)c(C)c1	-0.1	-0.9	-2.0	0.6	0	5.0	-0.5	-4	-4	1.1	1
CCOc1ccc(-c2nnc3sc(COc4ccccc4)nn23)cc1	-1.7	-0.7	0.1	0.6	1	1.1	1.2	-3	2	-0.7	-2
NC(=O)c1cc(S(=O)(=O)NCCCc2ccco2)cs1	-1.2	-1.2	-0.3	-0.8	-1	0.0	-3.8	3	-2	-0.2	2
CN1CCN(c2ccc(NC(=S)NC(=O)/C=C/c3ccco3)cc2)CC1	-0.1	1.8	2.6	0.5	1	7.0	0.4	1	1	0.2	-1
O=C(O)C(Cc1c[nH]c2ccccc12)NS(=O)(=O)c1cccc2nsnc12 (configuration not stated)	-0.1	3.8	1.5	-0.9	-2	4.7	0.9	0	-14	-0.5	3
C=CCNC(=O)/C(C#N)=C/c1c(C)nn(-c2ccc(Cl)cc2)c1Cl	-0.7	1.1	1.9	-1.8	2	-1.2	-0.7	46*	0	-0.1	4
Cc1ccc(C(=O)C=Cc2cccc(C)c2)cc1	-0.6	0.0	2.2	0.8	1	3.2	-1.7	-5	12	0.0	-1
O=C(Cc1ccc(NC(=O)C2CCCN(C(=O)C3CCC3)C2)cc1)Nc1cccc(C(=O)N2CCCC2)c1 (configuration not stated)	-0.7	-0.2	-1.6	1.8	-5	-2.2	0.6	2	1	-0.5	0
O=C(O)c1ccc(N/N=C/c2ccc(-c3ccccc3)cc2)cc1	1.3*	7.6*	8.7*	5.5*	0	13*	7.7*	9	-37	-1.5	-3
O=C(O)C(Cc1c[nH]c2ccccc12)NS(=O)(=O)c1ccc2ccccc2c1 (configuration not stated)	0.5	3.7	-0.6	0.6	1	1.0	0.3	-2	-99	0.3	-7
CCCCn1c(=O)c(-[n+]2ccccc2)c([O-])c2ccccc21	-0.8	-0.4	-1.1	1.9	1	2.8	-0.4	-1	6	-0.1	2
C=CCNC(=S)/N=c1/scc(C)n1C	-1.2	-0.7	1.3	3.6	1	0.0	0.1	-1	10	0.1	3
COC(=O)C(NNc1ccccc1)(NC(=O)c1cccc(F)c1)C(F)(F)F (configuration not stated)	-0.7	0.2	2.4	1.3	5	-1.7	-0.6	-2	0	0.3	-1
Cc1c(S(=O)(=O)c2ccccn2)c(N)n(Cc2cccc(Cl)c2)c1C	-1.5	0.6	-8.8	x	-4	0.2	-0.7	-7	-8	0.2	-2
CCOC(=O)C1C(=O)C=C(c2ccc(NS(C)(=O)=O)cc2)CC1c1ccco1 (configuration not stated)	-1.5	-1.0	2.7	-1.7	2	2.6	-0.5	3	-18	-4.5	-5
CCCc1cc(=O)[nH]c(N2CCN(Cc3ccc4c(c3)OCO4)CC2)n1	-1.4	1.4	-1.1	1.1	1	-0.8	0.9	0	-3	-0.4	4
O=C(Nc1ccc2nc3n(c(=O)c2c1)CCCC3)c1cccnc1Cl	-1.3	-2.1	2.1	0.8	-1	0.5	-0.7	1	14	0.0	-1
O=C(CSc1ccccn1)Nc1ccc(NC(=O)CSc2ccccn2)cc1	-1.3	1.6	4.7	0.0	-3	-0.5	-0.6	-2	1	-1.0	-5
CCCc1cc(C(=O)Cc2ccccn2)c(O)cc1O	-1.3	-1.5	-1.0	1.8	-2	-0.4	0.2	2	-29	-0.3	6
Cc1ccc(Sc2cnc(N)nc2C)cc1	-1.6	0.0	1.7	1.0	3	-0.3	0.5	3	3	-0.1	1
COc1cc(C(=O)NC2CCN(Cc3nnnn3Cc3ccc(F)cc3)CC2)cc(OC)c1OC	-0.3	-1.4	-0.1	-0.2	-4	-1.2	0.0	0	2	0.4	0
COc1ccc(OC)c(-c2nc(C(=O)NCCCN3CCOCC3)cc3c2[nH]c2ccccc23)c1	1.0*	3.8	2.4	3.5	2	-1.6	0.9	9	-6	-2.8	15
The list continues.
SMILES	ssDAF-12 act	hcDAF12 agonist	GAA850 FXN act	DAX1 inh-1	SMARCA2 act	hgDAF12 agonist	DAX1 inh-2	NPR1 activator	sPLA2-III inh	proKLK7 act	NPR2 activator
CN(C)c1nc(N/N=C\c2ccc(Cl)c([N+](=O)[O-])c2)nc(Nc2ccc(F)cc2)n1	-1.0	-0.5	0.4	0.2	-2	2.1	-0.2	7	-1	0.3	10
Fc1ccc(N/N=C2/CCSc3sccc32)c(F)c1	-0.5	0.5	3.5	3.4	0	0.2	-0.5	3	-3	-0.4	8
Nc1nc2c(nc(SCc3ccccc3Br)n2C2OC(CO)C(O)C2O)c(=O)[nH]1 (configuration not stated)	-1.3	1.0	0.9	0.5	-2	0.2	0.4	-3	-4	-1.0	3
CCC(Sc1ncccc1Nc1ccccn1)C(=O)O (configuration not stated)	-1.4	-0.5	-1.6	-0.2	0	-0.8	-0.3	-5	-2	0.0	0
CCOC(=O)c1c(C)[nH]c(-c2csc(N)n2)c1C	-1.3	0.9	0.4	-1.3	-2	-1.6	-2.2	x	-2	0.5	x
O=c1c2cccnc2n(-c2ccccc2)n1Cc1c(Cl)cccc1Cl	-1.8	-0.7	2.4	0.5	-1	0.7	0.8	-2	6	-0.7	-10
O=C(Nc1ccc(Cl)cc1)Nc1nnc(CSCc2ccccc2Cl)s1	-0.9	-2.2	2.1	-0.1	1	-1.0	-0.5	3	2	-0.1	-1
